# High-throughput results (PubChem BioAssay)
# Pf gamet viab – kills late stage P. falciparum gametocytes; P. falciparum stage V gametocytes, ATP luminescence, 24 h; inhibition, % at 10.9 µM; hit rate 0.065% among 150,000; AID 743093;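 active = inhibition above the mean plus 3 SD of compounds within the control limits, set per campaign, cut at about 38% in these data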;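 also: 0% = DMSO wells and 100% = medium only without gametocytes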
# Mcl1-Noxa inh – disrupts binding of human Mcl-1 to Noxa peptide. Q07820. TR-FRET Mcl-1/Noxa peptide binding, 2 h. inhibition, % at 21.7 µM. hit rate 1.5% among 220,000;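 active = compounds that cut the protein-peptide binding signal by more than 50% relative to plate controls in a single-dose test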;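 also: His-tagged Mcl-1 with rhodamine Noxa BH3 peptide and terbium anti-His antibody; 0% = Mcl-1 plus Noxa peptide wells and 100% = peptide-only wells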
# Target sequence (Q07820 whole entry, looked up): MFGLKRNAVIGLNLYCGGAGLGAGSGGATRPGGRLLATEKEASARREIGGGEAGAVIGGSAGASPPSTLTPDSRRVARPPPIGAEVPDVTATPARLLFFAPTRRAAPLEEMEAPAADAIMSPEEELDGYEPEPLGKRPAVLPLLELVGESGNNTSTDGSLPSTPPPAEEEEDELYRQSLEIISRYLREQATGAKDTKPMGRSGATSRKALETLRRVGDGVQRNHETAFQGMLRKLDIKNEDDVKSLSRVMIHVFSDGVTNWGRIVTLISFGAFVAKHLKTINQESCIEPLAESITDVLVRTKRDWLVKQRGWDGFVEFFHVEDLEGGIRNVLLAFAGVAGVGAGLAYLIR
# Rac1 mut GTP – modulators of GTP binding to human Rac1 activated mutant. P63000. GST-Rac1 activated beads, fluorescent GTP binding, flow cytometry; actives lie on both sides; 100% means binding = to untreated wells. percent activity (GTP binding), % at 10 µM. hit rate 0.11% among 190,000. AID 764;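 active = GTP binding at least 20 percentage points away from the 100% baseline, in either direction, so actives lie on both sides; inconclusive = Compound likely fluorescent itself, or too few beads counted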
# Rab2 wt GTP – changes GTP binding to wildtype dog Rab2A, up or down | AID 760 | P61105 | GTP binding activity, % at 10 µM | GST-Rab2 wt beads, Bodipy-GTP binding, flow cytometry | hit rate 0.19% among 190,000;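 active = GTP binding activity at least 20 points away from 100%, either lowered or raised; inconclusive = signal likely due to the compound's own green fluorescence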;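 also: 0% = beads with excess unlabeled GTP and 100% = no-compound control corrected for plate trend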
# Bim-Mcl-1 – human Bim-Mcl-1 interaction inhibition | Bead-based flow cytometry, Bim peptide-Mcl-1 binding | inhibition, % at 10 µM | hit rate 0.1% among 190,000; in the data active = inhibition above about 40%;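 also: 0% = no compound tracer wells and 100% = peptide blocker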
# Avidin fluor – avidin bead compound fluorescence profile. fluorescence (KMESF) at 10 µM. Avidin beads, compound fluorescence 488/530 nm, flow cytometry; stronger effect = higher value. hit rate 0.38% among 220,000; in the data active = fluorescence above about 47; also: inactives centre near 10
# Rab7 wt GTP bind – alters GTP binding to wildtype dog Rab7 | GST-Rab7 beads, fluorescent GTP binding, flow cytometry; actives lie on both sides; untreated = 100%, excess cold GTP = 0% | GTP binding activity (percent of control), % at 10 µM | hit rate 0.055% among 190,000 | AID 758;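 active = fluorescent GTP binding to Rab7 beads changed by at least 20 points from the 100% baseline, either direction, mostly lower; inconclusive = compound itself probably fluorescent, or too few beads counted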;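 also: median green fluorescence of bound Bodipy-FL-GTP per Rab7 bead population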
# Cdc42 wt GTP – modulators (inhibitors or activators) of GTP binding to human Cdc42 wildtype | P60953 | GST-Cdc42 beads, Bodipy-GTP binding, flow cytometry; actives lie on both sides | percent activity (GTP binding), % at 10 µM | hit rate 0.2% among 190,000;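 active = percent activity GTP binding at least 20 points away from the 100% baseline, either down as inhibitor or up as activator; inconclusive = compound flagged as likely green fluorescent from well-wide comparison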;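 also: median bead fluorescence of bound Bodipy-FL-GTP at 100 nM; 0% = excess unlabeled GTP control and 100% = no compound control; below 100% means less GTP binding so inhibitor and above means activator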
# Target sequence (P60953 whole entry, looked up): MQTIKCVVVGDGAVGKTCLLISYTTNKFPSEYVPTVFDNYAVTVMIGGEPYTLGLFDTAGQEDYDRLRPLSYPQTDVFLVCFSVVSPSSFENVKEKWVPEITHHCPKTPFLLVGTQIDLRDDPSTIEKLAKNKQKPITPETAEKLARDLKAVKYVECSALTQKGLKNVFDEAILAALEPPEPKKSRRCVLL
# Mcl1 Bid PPI – disrupts binding of human Mcl-1 to Bid peptide | TR-FRET Mcl-1/Bid-Dy647 peptide binding, 1536-well | Q07820 | AID 1021 | inhibition, % at 21.7 µM | hit rate 0.97% among 220,000;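 active = compounds that cut the binding signal by more than half at the single screening dose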;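 also: His-tagged Mcl-1 with europium anti-His antibody binding Bid BH3 peptide; 0% = Mcl-1 plus peptide wells and 100% = peptide-only wells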
# Rac1 wt modul – modulators of human Rac1 wildtype GTP binding; P63000; GST-Rac1 beads, fluorescent GTP binding, flow cytometry; actives lie on both sides; 0 = cold GTP competed, 100 = untreated; GTP binding activity (% of control), % at 10 µM; hit rate 0.27% among 190,000;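 active = GTP binding activity at least 20 points away from the 100% control level, either lower or higher; inconclusive = compound flagged as likely green fluorescent, judged across all proteins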
# HRas wt GTP bind – modulators of GTP binding to human HRas wildtype; P01112; GTP binding activity, % at 10 µM; GST-Ras wt beads, Bodipy-FL-GTP binding, flow cytometry; actives lie on both sides; hit rate 0.14% among 190,000; AID 759;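 active = GTP binding activity at least 20% away from the 100% baseline, either lowered as inhibitor or raised as activator; inconclusive = flagged as likely green fluorescent, judged across all proteins in the well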;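 also: 0% = unlabeled GTP competition control and 100% = no-compound control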
# Target sequence (P01112 whole entry, looked up): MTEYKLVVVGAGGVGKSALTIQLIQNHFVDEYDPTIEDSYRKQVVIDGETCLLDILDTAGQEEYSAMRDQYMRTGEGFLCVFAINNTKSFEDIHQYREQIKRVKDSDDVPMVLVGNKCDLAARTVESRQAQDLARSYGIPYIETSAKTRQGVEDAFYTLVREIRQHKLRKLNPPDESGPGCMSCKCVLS
# * hit, by the source's call; ? = inconclusive; nt = no result given.
SMILES,Pf gamet viab,Mcl1-Noxa inh,Rac1 mut GTP,Rab2 wt GTP,Bim-Mcl-1,Avidin fluor,Rab7 wt GTP bind,Cdc42 wt GTP,Mcl1 Bid PPI,Rac1 wt modul,HRas wt GTP bind
Cc1ccc(C(=O)OCc2nc(N)nc(Nc3ccccc3C)n2)cc1,nt,0.6,96.0,95.0,-4.0,18,96.0,97.0,-21.2,97.0,96.0
O=C(O)c1cc(-c2ccccc2)n(-c2ccc(Cl)cc2)n1,nt,12.9,91.0,91.0,0.0,10,97.0,93.0,-21.6,95.0,94.0
CCc1cccc(CC)c1NC(=O)COC(=O)c1cccc(S(=O)(=O)N2CCc3ccccc3C2)c1,-11.5,5.7,100.0,97.0,-20.0,3,98.0,98.0,-7.0,104.0,100.0
COc1ccc(/C=N/NC(=O)Cn2cnc3ccccc3c2=O)cc1,nt,7.2,100.0,99.0,-8.0,16,100.0,101.0,-8.1,103.0,101.0
O=C(NCc1ccccn1)Nc1ccc2c(c1)OCO2,12.7,4.2,103.0,104.0,0.0,10,105.0,108.0,-25.8,109.0,109.0
CC(=O)Nc1ccc2c(c1)c1ccccc1n2C(C)=O,-3.6,17.4,98.0,99.0,-3.0,2,102.0,99.0,-34.0,97.0,101.0
O=C1OC(Nc2cc(Br)cc3cccnc23)c2ccccc21 (centres undefined),24.6,11.2,97.0,96.0,-4.0,16,98.0,97.0,-41.2,99.0,98.0
Cc1cc2ccccn2c1C(=O)c1ccncc1,nt,10.8,100.0,102.0,-3.0,11,99.0,101.0,-34.1,100.0,103.0
Cc1ccc(Nc2nc(CSc3nnc(-c4ccncc4)n3C)cs2)cc1,nt,11.7,101.0,101.0,-5.0,3,101.0,103.0,-45.7,105.0,101.0
Cc1ccc(C(c2sc3nc(C)nn3c2O)N2CCN(c3ccccc3)CC2)cc1 (centres undefined),nt,-18.8,95.0,96.0,0.0,20,98.0,98.0,-57.4,100.0,100.0
C/C(CC(=O)Nc1cccc(Cl)c1C)=N\NC(=O)Cc1csc(N)n1,-12.7,5.6,96.0,104.0,0.0,10,110.0,98.0,-30.9,99.0,102.0
CCOC(=O)C1CCN(CC(O)COCc2cccs2)CC1 (centres undefined),-15.6,4.0,98.0,94.0,-6.0,13,97.0,95.0,-0.3,95.0,97.0
CC(NC(=O)Cc1ccccc1)c1ccc(F)cc1 (centres undefined),-24.7,0.1,101.0,100.0,24.0,5,98.0,100.0,-14.4,102.0,98.0
O=C(COc1ccccc1Cl)NC(=S)N1CCc2ccccc21,nt,13.7,97.0,99.0,-2.0,13,97.0,98.0,-54.6,96.0,98.0
Cc1ccccc1N1OC2C(=O)N(c3ccc(F)cc3)C(=O)C2C1c1ccccn1 (centres undefined),nt,8.8,92.0,93.0,0.0,13,96.0,96.0,-1.3,93.0,94.0
O=C(c1ccc(Cl)cc1)[C@@H]1[C@@H]2C(=O)N(c3ccc(Cl)cc3)C(=O)[C@@H]2C2c3ccccc3C=NN21 (some centres undefined),-16.0,-33.7,100.0,100.0,-7.0,9,98.0,101.0,-17.1,103.0,101.0
CC1CC2=C(CC1/C=N/NC(N)=S)C(C)(C)CCC2 (centres undefined),nt,20.6,99.0,103.0,5.0,10,102.0,98.0,-41.4,98.0,104.0
CC(=O)Oc1ccc(C(=O)Nc2cccc(C(=O)NC(C)(C)C)c2)cc1,-36.3,14.7,98.0,97.0,0.0,25,97.0,99.0,-6.8,102.0,98.0
O=C(Nc1ccc(Cl)c(Cl)c1)N1CCSCC1,nt,2.1,92.0,97.0,-2.0,4,94.0,97.0,-10.1,100.0,98.0
O=C(N/N=C/c1ccc2ncccc2c1)c1ccco1,-6.2,52.4*,97.0,91.0,3.0,5,91.0,93.0,-31.5,94.0,91.0
CCc1nnc(SCC(=O)NC2CCCCC2)nc1CC,nt,-8.2,97.0,99.0,1.0,9,99.0,100.0,-6.9,98.0,97.0
N#Cc1c(-c2ccccc2)cc(C2CC2)nc1SCC(=O)O,-18.9,25.4,98.0,94.0,0.0,12,95.0,95.0,10.5,97.0,95.0
CCn1c(O)c(N=NC(=S)NCC2CCCO2)c2ccccc21 (centres undefined),10.2,-49.0,95.0,96.0,-1.0,9,104.0,95.0,-116.4,96.0,95.0
CCOc1cc(C2C(C(=O)OCC(C)C)=C(C)N=C3SCCC(=O)N32)ccc1OC(C)=O (centres undefined),7.1,-5.2,99.0,102.0,0.0,10,102.0,101.0,5.8,106.0,103.0
Cc1ccc(N(CC(=O)NC2CCCC2)C(=O)CCCC(=O)Nc2ccccn2)cc1C,nt,13.4,97.0,102.0,0.0,12,99.0,99.0,-5.3,100.0,100.0
CCN(CC)C1=N/C(=C\c2ccco2)C(=O)N1c1ccccc1,nt,8.8,98.0,95.0,-2.0,11,94.0,99.0,-66.2,102.0,98.0
CCOc1ccc(CCNC(=O)c2nnc(Cc3ccc(F)cc3)o2)cc1OCC,nt,7.0,101.0,98.0,-4.0,5,94.0,103.0,-7.5,108.0,98.0
COc1cc2nc(SCC(=O)c3ccc(Br)cc3)n3nc(C)nc3c2cc1OC,-16.5,18.9,97.0,101.0,-7.0,5,102.0,104.0,29.7,104.0,103.0
CCOC(=O)c1[nH]c2ccccc2c1NC(=O)CCN1CCN(C(=O)OCC)CC1,nt,nt,93.0,94.0,1.0,132*,95.0,96.0,nt,92.0,95.0
Cc1c(Cl)c(-c2n[nH]c(=S)n2-c2ccc(F)cc2)nn1C,-11.2,5.6,97.0,95.0,-3.0,6,97.0,94.0,-104.5,99.0,96.0
c1ccc2c(Nc3ccc4c(c3)OCCO4)c3c(nc2c1)CCC3,-16.1,17.8,100.0,98.0,0.0,13,97.0,100.0,-13.2,98.0,99.0
Cc1ccc(C)c(N2CCN(C(=O)CN(C)S(=O)(=O)c3cnc[nH]3)CC2)c1,nt,4.3,100.0,101.0,0.0,12,104.0,101.0,-22.4,103.0,102.0
COC(=O)Nc1nnc(CCc2ccccc2)s1,17.4,15.5,99.0,98.0,0.0,9,96.0,99.0,1.5,102.0,96.0
CCOC(=O)c1ccccc1Cc1nc2ccccc2c(=O)[nH]1,nt,20.5,97.0,97.0,-5.0,32,98.0,101.0,-5.4,102.0,97.0
CCn1c(NC(=O)c2ccc(C)cc2)c2ccccc2nc1=O,-4.6,-2.4,101.0,103.0,-5.0,11,103.0,105.0,-33.7,108.0,103.0
Cc1ccc(C2CC(=O)N(c3ccc(F)cc3)C3=C2C(=O)CCC3)cc1 (centres undefined),nt,-7.5,?,?,3.0,11,?,?,-19.1,?,?
CC(C)(CNS(C)(=O)=O)SCc1ccc(Cl)cc1,-24.2,-7.9,90.0,92.0,-3.0,19,95.0,91.0,-14.9,92.0,92.0
COC(=O)c1ccc(NC(=O)CSCc2ccccc2)cc1,nt,6.2,96.0,97.0,-3.0,15,98.0,99.0,-14.0,96.0,102.0
Cc1cc(C)c(C(N)=O)c(NCCc2ccccc2)n1,16.4,-0.9,94.0,95.0,-1.0,33,97.0,97.0,-2.2,95.0,95.0
CCCCCCn1c(N2CCC(C(N)=O)CC2)nc2c1c(=O)n(C)c(=O)n2C,nt,-1.5,101.0,97.0,6.0,9,95.0,103.0,-74.3,101.0,99.0
COc1ccc(S(=O)(=O)N(CC(=O)N2CCOCC2)Cc2ccccc2)cc1C,nt,2.1,98.0,97.0,-1.0,13,102.0,100.0,-1.2,104.0,99.0
CCCS(=O)(=O)N1CCN(Cc2ccccc2[N+](=O)[O-])CC1,nt,3.3,99.0,99.0,6.0,9,97.0,100.0,8.7,98.0,99.0
CCn1c(SCc2nc(-c3ccc(Cl)cc3)no2)nnc1-c1ccco1,nt,3.9,99.0,102.0,-2.0,5,98.0,102.0,-6.6,98.0,101.0
Cc1ccc(-n2c(SCC(=O)NCc3ccco3)nc3c(sc4ccccc43)c2=O)cc1,1.8,9.5,97.0,93.0,-3.0,10,96.0,98.0,-49.9,101.0,98.0
O=C(CSc1nnc(COc2cccc3ccccc23)o1)N1c2ccccc2CCc2ccccc21,nt,27.1,98.0,101.0,-1.0,10,98.0,106.0,15.3,102.0,101.0
COc1ccc(-n2c(=S)[nH]c3cc(C(=O)NCCCN4CCOCC4)ccc3c2=O)c(OC)c1,13.3,28.3,100.0,102.0,-30.0,5,105.0,99.0,-42.7,104.0,100.0
COc1ccc(CNCC(O)(c2ccccc2)c2ccc(Cl)cc2)cc1 (centres undefined),-17.2,-1.2,97.0,98.0,-3.0,39,97.0,100.0,9.0,99.0,99.0
COc1ccc(C2CC(c3cccc(Cl)c3)n3nc(N)nc3N2)cc1 (centres undefined),nt,5.7,97.0,96.0,0.0,6,97.0,96.0,-4.2,99.0,96.0
COCC1CCN(c2nc3nonc3nc2N2CCSCC2)C1 (centres undefined),10.6,-2.1,95.0,94.0,-1.0,9,97.0,97.0,-19.0,97.0,95.0
COC(=O)c1ccc(-c2noc(CN(Cc3ccncc3)CC3CCCO3)n2)cc1 (centres undefined),18.4,-7.6,99.0,103.0,0.0,16,100.0,103.0,0.4,103.0,104.0

# Continuation:
SMILES,Pf gamet viab,Mcl1-Noxa inh,Rac1 mut GTP,Rab2 wt GTP,Bim-Mcl-1,Avidin fluor,Rab7 wt GTP bind,Cdc42 wt GTP,Mcl1 Bid PPI,Rac1 wt modul,HRas wt GTP bind
Cc1cc(NC(=O)c2cccc3ccccc23)cc(C)c1OCC(=O)N1CCOCC1,nt,-3.1,100.0,103.0,-2.0,7,103.0,102.0,-0.2,104.0,104.0
CCN(CCO)Cc1cc(=O)oc2c(C)c(C)ccc12,2.9,-3.6,99.0,102.0,-8.0,11,100.0,103.0,6.4,102.0,100.0
Cc1ccccc1NC(=O)C1CCCN1/C=C/C(=O)C(F)(F)F (centres undefined),nt,18.0,99.0,105.0,-4.0,13,102.0,100.0,-5.5,102.0,100.0
CC(C)(C)C(C(Oc1ccc(Cl)cc1)n1cncn1)n1nnnc1C(c1cccc(Cl)c1)N1CCCCC1 (centres undefined),nt,16.1,96.0,100.0,-1.0,5,99.0,96.0,3.5,103.0,101.0
CC(=O)Nc1cccc(NC(=S)Nc2ccc(F)cc2F)c1,4.2,2.1,97.0,96.0,3.0,12,104.0,95.0,-72.3,93.0,96.0
COC(=O)c1ccc(-n2c(C)cc(/C=N/n3cnnc3)c2C)cc1,4.7,1.3,100.0,100.0,0.0,6,99.0,102.0,-84.7,100.0,102.0
O=C1CSC2=NCN(c3ccc4c(c3)OCO4)CN12,nt,0.8,100.0,101.0,-3.0,15,97.0,104.0,-14.9,108.0,101.0

# Rows were taken by chance. About 2.7% of those tested had a hit in this group.
